S3 lipid droplet: qHTS Assay for Lipid Storage Modulators in Drosophila S3 Cells; 0.64% of 320,000 active; lipid storage change, negative = inhibition, % at the top dose, mostly 46.1 µM; hits show Potency in µM; Drosophila S3 cells, BODIPY lipid droplet fluorescence, 18-24 h; cells fed with added oleic acid; active means well fitted inhibition curve with a large enough effect in the signal ratio, with a control signal flat, not every such curve was filed as active; inconclusive means small, poorly fitted or top-dose-only effect, or effect the other way, or a change in a side signal; the % refers to the signal ratio
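Drosophila S3 cells loaded with oleic acid (400 uM, as added) and compounds at several concentrations; lipid droplets imaged by 488-nm laser-scanning cytometry, 500–530 nm intensity and object ratio to cell channel. Percent activity normalized to 20 uM Triacsin C.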
S3 lipid droplet cell count max: recorded beside S3 lipid droplet, whose call it bears; cell number change, %; measured here: cell count max response;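 cells counted by Cell Tracker Red CMTPX staining in the red channel; peak over a dose series mostly up to 46.1 µM; percent activity relative to internal control wells on each plate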
* marks the source's active call; other numbers are inactive results; i = inactive; ? = inconclusive; / = not tested or not shown. On the % scale 0 is the no-effect control and ±100 the full control effect; potency means the concentration at half of the fitted maximal effect.

No. | smiles | S3 lipid droplet | S3 lipid droplet cell count max
1 | COc1ccc(O)c(-c2cc(-c3ccccc3[N+](=O)[O-])[nH]n2)c1 | 7.4% | -1.9
2 | COc1ccc(C(C)=O)cc1CN1C(=O)NC2(CCCCCCC2)C1=O | 2.8% | 6.3
3 | CCc1nnc(NC(=O)CSc2ccc(-c3nc4ccc(C)cc4[nH]3)cn2)s1 | ? | /
4 | CCN(C(=O)CN1CCOCC1)C1(C)C(=O)c2ccccc2C1=O | 5.2% | -7.1
5 | Cn1nc2c3ccccc3n(Cc3ccc(F)cc3)c2nc1=S | -3.0% | 13.5
6 | Cc1ccc(NC(=O)[C@@H](NC(=O)c2cccc(S(=O)(=O)N3CCOCC3)c2)C(C)C)cc1C | ? | /
7 | COc1ccc2[nH]c(=O)c(-c3noc(-c4ccc(F)cc4)n3)cc2c1 | i | /
8 | CC(C)c1nnc(NC(=O)c2nc(S(=O)(=O)Cc3ccc(F)cc3)ncc2Cl)s1 | ? | /
9 | Cc1ccc(S(=O)(=O)N2C(=O)CCC2C(=O)NCc2ccco2)cc1 (stereo unspecified) | i | /
10 | COC(CNC(=O)c1ccc(CS(=O)(=O)c2ccc(C)cc2)o1)OC | 5.2% | 23.5
11 | O=C(CCCc1c[nH]c2ccccc12)N1CCOCC1 | ? | /
12 | NC(=O)COc1ccc(-c2noc(COc3ccccc3[N+](=O)[O-])n2)cc1 | ? | /
13 | CCN(CC(=O)NC1CCS(=O)(=O)C1)C(C)C(=O)Nc1ccc(F)cc1 (stereo unspecified) | ? | /
14 | CN(CC(=O)NCc1ccccc1Cl)CC(=O)Nc1cccc(F)c1 | 3.6% | 12.6
15 | Clc1ccc(OCCSc2ncccn2)c2ccccc12 | 11.5% | -18.8
16 | Cc1[nH]c2ccccc2c1C(=O)NS(=O)(=O)Nc1ccccc1 | ? | /
17 | N=C1C(c2nc(-c3ccc(Cl)cc3)cs2)=C(O)CN1CCCN1CCOCC1 | ? | /
18 | CN(C)/C=C/C(=O)c1ccc(Oc2ncccn2)cc1 | ? | /
19 | CCN(CC)CCOC(=O)C12CC3CC(CC(C3)C1)C2 | -13.5% | -6.2
20 | Cc1nc2ncnn2c(C)c1CCC(=O)NCc1ccco1 | ? | /
21 | O=C(NC1CC1)C1=C[C@H](c2ccc(Br)cc2)C[C@H](OCc2ccc(CO)cc2)O1 | ? | /
22 | O=c1c2c3c(sc2nc2sc(CN4CCOCC4)cn12)CCCC3 | i | /
23 | COc1ccc(CC(=O)N/N=C/C=C/c2cccc([N+](=O)[O-])c2)cc1OC | 15.6% | 3.5
24 | CCc1nnc(NC(=O)CSc2nnc(Cc3cc(=O)[nH]c(=O)[nH]3)n2-c2cccc(OC)c2)s1 | 1.1% | -8.0
25 | C/C(=N\NC(=O)c1cccc(Cl)c1)c1cccc(NC(=O)c2ccco2)c1 | ? | /
26 | CCOc1ccc(C(=O)NC(=S)NCCCN2CCOCC2)cc1 | i | /
27 | CC1(C)CC(=O)C2=C(C1)OC(N)=C(C#N)C2c1cn(-c2ccccc2)nc1-c1ccccc1 (stereo unspecified) | ? | /
28 | Cc1cc(C)c(OCC(=O)OCC(=O)NCCC2=CCCCC2)c(C)c1 | ? | /
29 | NC(=O)NC(=O)COC(=O)c1ccc(OC(F)F)cc1 | 16.9% | 3.6
30 | CCOc1cc(N2CCOCC2)c(OCC)cc1NC(=O)c1c(-c2ccccc2)noc1C | ? | /
31 | C/C(=N\NC(=O)CCC(=O)Nc1ccc(C)c(C)c1)c1cccs1 | ? | /
32 | COc1cccc(C(=O)NC(=S)NCc2ccco2)c1 | ? | /
33 | O=c1c2ccccc2c(-c2ccccc2)nn1-c1ccc(Cl)c(Cl)c1 | -3.8% | -11.3
34 | Cc1ccc(-c2nnc(-c3ccc(NC(=O)c4cccs4)cc3)o2)cc1 | ? | /
35 | COc1ccc(OC)c(/C=N/NC(=O)CCc2n[nH]c(=O)[nH]c2=O)c1 | 0.1% | 3.5
36 | CC(C)[C@H](NC(=O)N1CCn2c1nc1ccccc12)C(=O)N[C@@H](Cc1ccccc1)C(=O)O | 4.6% | 17.1
37 | COc1ccc(C(=O)COC(=O)CN2C(=O)C3C4C=CC(C4)C3C2=O)cc1 (stereo unspecified) | i | 5.1
38 | O=C(Nc1cccc(NC(=O)c2cccs2)c1)c1ccc([N+](=O)[O-])o1 | ? | /
39 | COc1ccccc1NS(=O)(=O)c1cc(C(=O)N2CCCC2)ccc1C | 20.7% | /
40 | CCc1ccccc1N(C)S(=O)(=O)c1cc(-c2cc(C)no2)ccc1OC | ? | /
41 | COC(=O)c1sccc1-n1cccc1C(=O)NCc1ccccc1 | ? | /
42 | CCc1ccc(Cn2nnc(C(=O)Nc3cccc(C)c3)c2N)cc1 | -10.1% | -12.3
43 | O=C(Cc1ccc(Br)cc1)Nc1ccc(S(=O)(=O)NCC2CCCO2)cc1 (stereo unspecified) | ? | /
44 | O=C(Nc1nc2ccccc2[nH]1)c1ccccc1F | 14.4% | 5.5
45 | CCSc1nc(C(F)(F)F)cc(=O)n1-c1ccccc1 | 5.6% | -8.9
46 | Cc1nc2ccccc2n1CC(=O)NCCN1CCCC1 | 0.7% | 7.6
47 | Cc1cccc(NC(=O)CSc2nnc(-c3ccco3)n2CC2CCCO2)n1 (stereo unspecified) | ? | /
48 | COc1ccc(N2CCN(Cc3cc(=O)oc4cc(C)c(Cl)cc34)CC2)cc1 | ? | /
49 | Cc1ccc(C(C)(C)C)cc1S(=O)(=O)Nc1nc2ccccc2nc1Cl | -8.4% | -9.5
50 | CN1CCc2nc(SCc3ccc(C(C)(C)C)cc3)c(C#N)cc2C1 | -21.3% | -13.9
51 | Cn1c(SCC(=O)c2ccccc2)nnc1-c1ccco1 | -6.9% | -7.4
52 | CC1CN(C(=S)Nc2ccc(SC(F)F)cc2)CC(C)O1 (stereo unspecified) | ? | /
53 | Cc1cc(O)c(Oc2cc(C)cc(O)c2O)c(O)c1 | -8.2% | 4.6
54 | COCCCNC(=S)NCCNc1nc2c(C)c(C)ccc2cc1C#N | 8.1% | 8.3
55 | CCc1cccc(NC(=O)c2cccc3c2C(=O)N(CC2CCCO2)C3)c1 (stereo unspecified) | ? | /
56 | O=C(OCC1CC(c2ccccc2)=NO1)c1ccc(Br)cc1 (stereo unspecified) | -2.5% | -4.5
57 | O=C(Nc1ccc(Br)cc1)c1cccnc1N1CCOCC1 | 8.6% | 14.8
58 | COc1cccc(NC(=O)c2ccccc2N(Cc2ccccc2)S(C)(=O)=O)c1 | 9.5% | -13.9
59 | O=C(CCCN1C(=O)/C(=C/c2ccc3c(c2)OCO3)SC1=S)Nc1ccc(C(=O)O)cc1 | i | /
60 | C=CCSc1n[nH]c(-c2cccs2)n1 | 2.8% | 18.4

The list goes on, overlapping the part above by 3 compounds.
No. | smiles | S3 lipid droplet | S3 lipid droplet cell count max
58 | COc1cccc(NC(=O)c2ccccc2N(Cc2ccccc2)S(C)(=O)=O)c1 | 9.5% | -13.9
59 | O=C(CCCN1C(=O)/C(=C/c2ccc3c(c2)OCO3)SC1=S)Nc1ccc(C(=O)O)cc1 | i | /
60 | C=CCSc1n[nH]c(-c2cccs2)n1 | 2.8% | 18.4
61 | N#CC1(C#N)C(C(N)=O)C1c1ccccc1 (stereo unspecified) | 17.1% | 11.4
62 | CCOc1ccccc1CN1CCN(CCCn2cccn2)CC1CCO (stereo unspecified) | -5.9% | -20.2
63 | CCOc1ccccc1N1CCN(C(=O)CNC(=O)c2ccc(OC)c(OC)c2)CC1 | ? | /
64 | COc1ccc(C(=O)Oc2ccc(/C=N/O)cc2)cc1 | ? | /
65 | O=C(OCc1nnc(-c2ccccc2)o1)C1CCN(C(=O)c2ccc(Cl)cc2)CC1 | ? | /
66 | Cc1[nH]c2ccccc2c1C(=O)COC(=O)c1ccc[n+]([O-])c1 | 8.6% | 11.4
67 | COc1cccc(NC(=O)/C=C/c2ccc([N+](=O)[O-])cc2)c1 | 9.2% | 1.4
68 | COc1cc(/C=N/NC(=O)c2ccc(=O)[nH]n2)ccc1O | -4.1% | -1.2
69 | CCCn1nnnc1NCc1cccc(Cl)c1 | 0.4% | 0.3
70 | Cc1ccc(-n2ncc3c(=O)n(CC(=O)N4CCN(c5ccccc5)CC4)cnc32)cc1 | ? | /
71 | CCOC(=O)N1CCN(C(=O)/C(=C/c2ccc(OC)c(OC)c2)NC(=O)c2ccccc2)CC1 | -23.1% | -6.0
72 | COc1ccccc1-c1noc(CSc2nc(C)cc(=O)[nH]2)n1 | ? | /
73 | Cc1ccccc1NS(=O)(=O)c1ccc2c(c1)NC(=O)CCS2 | i | 3.8
74 | CC1=CCC2C(=O)N(c3ccc(N4CCOCC4)cc3)C(=O)C2C1 (stereo unspecified) | ? | /
75 | Cc1cc(OCCCC(=O)NCCc2ccccn2)ccc1Cl | ? | /
76 | COc1ccc(C2(c3ccc(OC)cc3)NC(=O)N(CC(=O)Nc3ccc(OC(F)F)cc3)C2=O)cc1 | ? | /
77 | CCc1nc(-c2ccccc2O)n(-c2ccccc2)n1 | 8.4% | -12.6
78 | O=C(CN1CCN(c2ccccc2)CC1)N1CCc2[nH]c3ccccc3c2C1 | -0.6% | -17.6
79 | CC(C)C(=O)Nc1cccc(NC(=O)c2ccc([N+](=O)[O-])cc2Cl)c1 | 5.6% | -13.7
80 | O=C1CSc2ccc(S(=O)(=O)NCc3ccccc3Cl)cc2N1 | ? | /
81 | CC1Cc2c([nH]c3ccccc23)C2c3ccccc3CN12 (stereo unspecified) | ? | /
82 | CCOC(=O)N1CCN(C(=O)CSc2nc(=O)n3ccc(C)cc3n2)CC1 | -3.5% | 4.9
83 | CCOC(=O)/C(C#N)=C/c1c(Oc2cccc(C)c2)nc2ccccn2c1=O | ? | /
84 | COC(=O)c1ccc(/C=C/C(=O)OCC(=O)Nc2ncc(Cl)cc2Cl)cc1 | ? | /
85 | CC(=O)c1ccc(S(=O)(=O)N2CCC3(CC2)CC(=O)c2ccccc2O3)cc1 | 6.3% | -11.0
86 | COc1ccc(NC(=S)N2c3ccccc3CC2C)cc1OC (stereo unspecified) | 22.3% | 1.8
87 | COc1cc(/C=C2\C(=N)N3N=C(N4CCOCC4)SC3=NC2=O)ccc1OC(=O)c1ccccc1 | ? | /
88 | COc1ccc(-c2cc3c(=O)n(CC(=O)Nc4ccc(Cl)cc4)ncn3n2)cc1 | ? | /
89 | Cc1cc(C)cc(OCC(=O)N/N=C/c2ccc([N+](=O)[O-])o2)c1 | ? | /
90 | N#CCCn1c(=S)[nH]c2ccccc21 | i | 22.9

Entries by screen from above:
Entries 23–34 in S3 lipid droplet read 15.6%, 1.1%, ?, i, ?, ?, 16.9%, ?, ?, ?, -3.8%, ?

One compound at a time, from the list above.
COc1ccccc1-c1noc(CSc2nc(C)cc(=O)[nH]2)n1 is listed with S3 lipid droplet: ?; S3 lipid droplet cell count max: /
CCOC(=O)N1CCN(C(=O)CSc2nc(=O)n3ccc(C)cc3n2)CC1 is listed with S3 lipid droplet: -3.5%; S3 lipid droplet cell count max: 4.9

(continued)
No. | smiles | S3 lipid droplet | S3 lipid droplet cell count max
91 | C=C(C)c1cccc(C(C)(C)NC(=O)NC2CC(C)(C)NC(C)(C)C2)c1 | 12.8% | 6.7
92 | CCOC(=O)/C(C#N)=C/c1cc2ccccc2nc1N1CCCCC1 | ? | /
93 | COc1ccc(S(=O)(=O)Nc2cc3c4c(c2)CCC(=O)N4CCC3)cc1 | ? | /
94 | Cc1nn(Cc2ccc(F)cc2)c(C)c1NC(=O)c1cnn2c1NC(c1cccs1)CC2C(F)(F)F (stereo unspecified) | i | 4.5
95 | CC1(C)Cc2ccccc2-c2nc3n(c(=O)c21)CCCS3 | ? | /
96 | CCN1C(=O)C(CC(=O)Nc2ccc(OC)cc2)N(Cc2ccc3c(c2)OCO3)C1=S (stereo unspecified) | ? | /
97 | CCOC(=O)c1nc(C)n(-c2ccc(Cl)cc2)n1 | 23.5% | /
98 | COc1ccc(C(=O)OCC(=O)Nc2ccc3c(c2)OCO3)cc1S(=O)(=O)N1CCOCC1 | ? | /
99 | CCOc1ccc(N(CC(=O)Nc2cccc(Cl)c2)S(=O)(=O)c2c(C)noc2C)cc1 | ? | /
100 | Cc1ccc(S(=O)(=O)Nc2c(NC3CCCCC3)c3ccccc3oc2=O)cc1C | ? | /
101 | CCSc1nnc(NC(=O)C(Cc2ccccc2)n2cccc2)s1 (stereo unspecified) | ? | /
102 | COC(=O)C(C)Oc1ccc2cc(-c3ccccc3)c(=O)oc2c1 (stereo unspecified) | 8.9% | 1.2
103 | COC(=O)c1cc(-c2cccc([N+](=O)[O-])c2)c2c(=O)[nH]c(=O)n(C)c2n1 | 13.2% | 25.3
104 | Cc1cc(-c2cccs2)c2c(n1)sc1c(=O)[nH]c(=O)[nH]c12 | i | 5.1
105 | COc1ccccc1OCCC(=O)OCC(=O)Nc1cc(S(=O)(=O)N2CCOCC2)ccc1Cl | ? | /
106 | CC1CCc2nn(CC(=O)NCCCN3CCCC3=O)cc2C1 (stereo unspecified) | ? | /
107 | CCc1nc2cccnc2n1-c1ccc(C(=O)O)cc1 | i | 13.5
108 | Cc1ccc(S(=O)(=O)N(Cc2n[nH]c(=S)n2-c2ccccc2)c2ccccc2)cc1 | -11.5% | -7.1
109 | Cc1nc(SCC(=O)Nc2cccc(C(=O)O)c2)n[nH]1 | -15.7% | 1.5
110 | O=C(C1=C[C@H](c2csc3ccccc23)C[C@H](OCc2ccc(CO)cc2)O1)N1CCOCC1 | 7.5% | 15.6
111 | CCn1c(SCC(=O)c2cccs2)nnc1-c1cccs1 | 18.4% | -0.3
112 | O=C(Nc1nnc(SCc2ccc(F)cc2)s1)c1cccnc1Cl | 7.2% | -28.9
113 | Cc1cc(C)n2cc(CSc3nnnn3-c3ccccc3)nc2n1 | ? | /

Assay outcomes (PubChem BioAssay)

Some of the compounds tested; count on the stated rates, not on these rows.
